Screening results (PubChem)
EPAC1 antagonist – blocks human EPAC1 exchange factor | EPAC1 GEF assay, Rap1b-BODIPY-GDP exchange fluorescence | Potency, µM (doses to about 115 µM), inactives show top-dose activity change, negative = inhibition, usual class: inhibitors | hit rate 0.14% among 360,000 | AID 720709;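 note: potency is the fitted concentration of half-maximal effect; plate controls were vehicle for no effect and positive control for full effect; nearly all actives have a fitted effect of over 50% in size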
Target sequence (O95398 whole entry, looked up): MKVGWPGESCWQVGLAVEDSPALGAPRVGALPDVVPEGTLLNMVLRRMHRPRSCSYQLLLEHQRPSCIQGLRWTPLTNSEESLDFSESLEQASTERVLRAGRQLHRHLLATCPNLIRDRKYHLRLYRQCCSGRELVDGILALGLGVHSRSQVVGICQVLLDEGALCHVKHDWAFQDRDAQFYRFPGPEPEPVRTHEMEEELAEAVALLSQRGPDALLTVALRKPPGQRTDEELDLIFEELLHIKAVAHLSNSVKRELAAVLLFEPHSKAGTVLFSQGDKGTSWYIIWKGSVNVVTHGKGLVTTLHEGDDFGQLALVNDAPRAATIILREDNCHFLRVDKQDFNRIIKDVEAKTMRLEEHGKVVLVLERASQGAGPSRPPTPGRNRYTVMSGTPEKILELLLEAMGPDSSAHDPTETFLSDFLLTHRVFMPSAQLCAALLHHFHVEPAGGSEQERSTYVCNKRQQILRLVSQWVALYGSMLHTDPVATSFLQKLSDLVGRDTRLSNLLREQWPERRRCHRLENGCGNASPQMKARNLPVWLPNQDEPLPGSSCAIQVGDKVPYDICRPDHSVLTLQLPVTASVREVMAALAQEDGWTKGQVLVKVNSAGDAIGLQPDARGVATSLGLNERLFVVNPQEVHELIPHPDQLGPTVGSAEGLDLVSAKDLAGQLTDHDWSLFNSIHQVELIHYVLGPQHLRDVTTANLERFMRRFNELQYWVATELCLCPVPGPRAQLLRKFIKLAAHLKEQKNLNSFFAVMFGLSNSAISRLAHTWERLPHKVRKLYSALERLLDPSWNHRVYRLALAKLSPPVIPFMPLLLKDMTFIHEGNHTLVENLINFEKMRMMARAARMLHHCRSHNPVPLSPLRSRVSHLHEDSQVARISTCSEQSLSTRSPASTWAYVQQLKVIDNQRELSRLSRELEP
WRN helicase inh – WRN helicase (human) inhibition | Potency, µM (titrated, usually from 114 µM), inactives show at the top dose activity change, negative = inhibition, most hits filed as inhibitors | hit rate 0.46% among 360,000 | AID 651768 | WRN helicase unwinding, fluorescent forked duplex, kinetic | Q14191; note: potency is the fitted concentration of half-maximal effect; % is set by controls: 0 for no effect and ±100 for the full control effect; nearly all actives have a fitted effect of over 55% in size
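Screening of the MLSMR collection measured strand separation of a quenched forked DNA duplex (100 nM) by 20 nM WRN with 2 mM ATP, all final. Compounds were preincubated with enzyme 15 min at room temperature.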
Abeta rescue – A-beta toxicity reversal in yeast; hit rate 0.063% among 410,000; Potency, µM (top dose mostly 46.1 µM), for the others: at the highest dose growth rescue, actives largely listed as activators; AID 1347071; yeast expressing A-beta42, growth rescue, OD600, 48 h; response scale: 0% DMSO, 100% iron-clioquinol control; note: potency is the fitted concentration of half-maximal effect; nearly all actives have a fitted effect of over 55% in size
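Growth rescue measured by 600 nm absorbance after 48 h yeast culture at 30 C with compound. Values normalized between DMSO and an equimolar ferric chloride plus clioquinol control.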
FUS suppressor – FUS proteinopathy suppression in yeast; Potency, µM (top dose mostly 76.6 µM), for the others: at the top dose growth rescue (activation), actives largely listed as activators; hit rate 0.24% among 390,000; S. cerevisiae FUS-expressing, growth rescue, OD600, 24 h;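 note: potency is the fitted concentration of half-maximal effect; plate controls were DMSO vehicle for no effect and reference control for full effect; nearly all actives have a fitted effect of over 55% in size; some results filed as inactive show a strong effect at the top dose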
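Absorbance at 600 nm, taken 24hr after compound addition, measured rescue of FUS-yeast growth at 30C. Induction used 2% galactose with seeding at OD 0.005. Controls: CP55940 from 92uM final, DMSO only.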
PLK1 PBD block – inhibitors of human PLK1 polo-box domain binding | P53350 | Plk1 PBD binding of FITC phosphopeptide, fluorescence polarization | Potency, µM, for the others: max response, negative = inhibition, hits mostly inhibitors | hit rate 2.8% among 360,000 | AID 720504; note: potency is the fitted concentration of half-maximal effect; series mostly up to about 57 µM; % is set by controls: 0 for no effect and ±100 for the full control effect; nearly all actives have a fitted effect of over 65% in size
IL-2 act – activators of IL-2; IL-2 activation reporter assay, cell-based qHTS; stimulated with anti-CD3/CD4/CD28 beads; in transgenic mouse T cells; activation, % (series mostly up to about 46 µM); hit rate 0.065% among 360,000; AID 652025; in the data active = activation above about 50%; inconclusive = mostly about 30% to 49%; note: 0% is about no effect
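Using fluorescent plate cytometry, EGFP and DsRed are detected in transgenic mouse T cells stimulated 18 h at 37 degrees C with antibody-coated beads after 60 min compound pretreatment.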
EPAC1 ag – EPAC1 (human) agonism. O95398. EPAC1 agonist qHTS, biochemical assay; response scale: 100% = response to 6.5 mM cAMP. Potency, µM (series often up to 154 µM), for inactives: at the top dose activation, most hits filed as activators. AID 720707. hit rate 0.073% among 360,000; note: potency is the fitted concentration of half-maximal effect; nearly all actives have a fitted effect of over 60% in size
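Normalized to 6.5 mM cAMP, activity reflects EPAC1-catalysed release of BODIPY-GDP from Rap1B, followed kinetically over 30 min at 480 nm excitation, 540 nm emission. Reaction contained 100 nM EPAC1, 250 nM Rap1B-BODIPY-GDP, 50 uM GDP.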
PI5P4K alpha inh – inhibitors of human PI5P4K alpha; hit rate 1.2% among 330,000; max response, %; PI5P4Kalpha enzyme, ADP-Glo luminescence, 60 min; active compounds read low; active = max response of -50% or lower; inconclusive = between -30% and -50%; inactive = -30% or higher; note: value at the top dose of about 77 µM; % is set by controls: 0 for no effect and ±100 for the full control effect
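Single end-point luminescence (ADP-Glo) quantified ADP from PI5P4Kalpha turnover; ATP 5 microM final, 1 h at RT, 0.1% CHAPS and 0.28 mM EGTA in HEPES pH 7.4.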
The depositor's hits bear a star; ? = inconclusive; / = no result given; & = joins results of further samples; [ ] = dose if it differs, or a comment. Unless noted, calls come from the whole dose curve; as a rule, active = well fitted curve in the direction sought with a large enough effect; inconclusive = small, poorly fitted or top-dose-only effect, or another doubt; inactive = no such curve, though single readings can be large; an effect the other way counts as inactive or inconclusive.

SMILES	EPAC1 antagonist	WRN helicase inh	Abeta rescue	FUS suppressor	PLK1 PBD block	IL-2 act	EPAC1 ag	PI5P4K alpha inh
N#Cc1ccccc1CSc1nc2ccsc2c(=O)n1Cc1ccccn1	-14%	-12%	1%	46%	-4%	-2.5	-1%	1
CCc1cc(C(=O)OC)c(NC(=O)C2CC(=O)NN2Cc2ccccc2)s1 (centres undefined)	-10%	-10%	-8%	12%	0%	1.2	9%	/
CCOc1ccc(NC(=O)c2ccc(NC(=O)c3ccc(NC(N)=O)cc3)cc2)cc1	10%	1%	0%	32%	?	0.3	4%	-3
COC(=O)c1cc2cc(NS(=O)(=O)c3ccc(C)cc3)ccc2s1	-3%	-6%	8%	17%	0%	-1.9	?	/
CCc1ccc([C@@H]2CC(=O)[C@@H]3CN(S(=O)(=O)c4ccc(C)cc4)[C@H](c4ccc(Cl)cc4)C[C@@H]3N2S(=O)(=O)c2ccc(C)cc2)cc1	2%	-2%	8%	6%	3%	0.7	1%	-6
Cc1cn(CC(=O)NCCc2c[nH]c3ccccc23)c(=O)[nH]c1=O	-2%	3%	-17%	-15%	?	1.1	4%	-29
O=C(COC(=O)C1=COCCO1)Nc1ccccc1OC(F)F	6%	6%	9%	5%	-9%	1.7	7%	-1
CC1CCN(C(=O)CSc2nnc(-c3cccs3)o2)CC1	3%	3%	-4%	-21%	3%	-0.5	-6%	-6
Cc1cc(SCC(=O)c2ccccc2)n2ncc(-c3ccccc3)c2n1	-9%	-11%	6%	11%	-3%	-0.5	14%	0
COc1ccc(C(=O)N(c2ccccn2)C2CCCCC2)c(OC)c1	-1%	3%	17%	2%	-2%	-0.1	7%	2
NCCSSCCN	1%	8%	-15%	-44%	?	1.2	-5%	-26
CN(C(=O)c1cccc(NC(=O)C2CCN(C(=O)OC(C)(C)C)CC2)c1)C1CCCCC1	0%	-3%	11%	26%	5%	-0.6	0%	-7
O=C(N/N=C/c1ccc([N+](=O)[O-])cc1)c1ccccc1OCc1ccccc1	5%	?	5%	16%	-11%	-0.6	3%	-12
O=C1C=CC(=O)N1c1ccccc1N1C(=O)C=CC1=O	?	?	8%	51%	1.5µM*	0.7	4%	-89*
CC(C)OCCCNC(=O)C1CCN(S(=O)(=O)c2ccc3nc4c(c(C(=O)O)c3c2)CCCCC4)CC1	10%	-4%	-3%	0%	-8%	-1.1	9%	-4
CCOC(=O)N1CCC(NC(=O)C2CCN(Cc3nc(-c4ccc(CC)cc4)oc3C)CC2)CC1	-2%	1%	6%	-10%	0%	0.5	-9%	-1
C=CCc1cccc(/C=N/c2ncccc2O)c1O	8%	-20%	-2%	-6%	-29%	-0.5	3%	/
Cc1cccc(C)c1NC(=O)CN(C)CC(=O)Nc1cc(Cl)ccc1C#N	12%	0%	-1%	16%	2%	-2.5	-3%	0
O=S(=O)(c1cccs1)N1CN(Cc2cccs2)c2nc3ccccc3nc21	8%	-23%	-12%	38%	-13%	0.5	10%	7
CCCCCn1c(CNC(=O)CCC)nc2ccccc21	17%	4%	-9%	-12%	-1%	-2.3	-5%	-15
COc1ccc(CCNC(=S)NNC(=O)c2c(Br)c(C)nn2C)cc1OC	-11%	-14%	-7%	/	4%	-3.6	-7%	3
CCOC(=O)Cn1c(=O)oc2cc(S(=O)(=O)Nc3cc(OCC)ccc3OCC)ccc21	-4%	-6%	3%	36%	3%	6.7	8%	/
CN1CCN(c2nc3ccccn3c(=O)c2C=C(C#N)C#N)CC1	-1%	6%	-21%	21%	-4%	-4.2	15%	-19
COc1cc2c(=O)n(C)c3ccccc3c2cc1OC	-3%	2%	-1%	3%	-9%	-3.7	9%	1

Another view of some results above:
molecule,EPAC1 antagonist,WRN helicase inh,Abeta rescue,FUS suppressor,PLK1 PBD block,IL-2 act,EPAC1 ag,PI5P4K alpha inh
CCc1cc(C(=O)OC)c(NC(=O)C2CC(=O)NN2Cc2ccccc2)s1 (centres undefined),-10%,-10%,-8%,12%,0%,1.2,9%,/
CCOc1ccc(NC(=O)c2ccc(NC(=O)c3ccc(NC(N)=O)cc3)cc2)cc1,10%,1%,0%,32%,?,0.3,4%,-3
COC(=O)c1cc2cc(NS(=O)(=O)c3ccc(C)cc3)ccc2s1,-3%,-6%,8%,17%,0%,-1.9,?,/

(continued)
SMILES	EPAC1 antagonist	WRN helicase inh	Abeta rescue	FUS suppressor	PLK1 PBD block	IL-2 act	EPAC1 ag	PI5P4K alpha inh
O=S1(=O)c2c(F)cccc2OC(COc2ccccc2)CN1CCc1ccc(F)cc1 (centres undefined)	-8%	3%	0%	-14%	-3%	-0.6	-1%	2
COc1ccc2c(c1OC)C(=O)OC2C/C(=N\NC(N)=O)c1ccccc1 (centres undefined)	9%	0%	-18%	-4%	1%	-1.9	-3%	-2
CC(=O)N1CCN(CC(=O)Nc2ccc(C)c(S(=O)(=O)N(C)C)c2)CC1	-5%	-12%	-9%	22%	-4%	-5.5	-5%	-2
O=c1c2[nH]c3ccccc3c2ncn1Cc1ccncc1	3%	6%	15%	3%	0%	-0.3	-2%	3
COc1ccc(N(CC(=O)NCc2ccc(C)cc2)S(=O)(=O)c2c(C)nn(C)c2C)cc1	9%	-5%	3%	18%	11%	4.1	-4%	-5
C=C(C)CSc1nnc([C@H](CCSC)NC(=O)OC(C)(C)C)o1	10%	2%	1%	6%	-13%	0.0	-3%	-1
NNC(=O)C1=NOC2COC3(CCN(c4ncccn4)CC3)OCC12 (centres undefined)	-16%	3%	0%	27%	-14%	-0.3	12%	1
Cc1ccnc(NC(=O)Cc2ccc(-c3ccccc3)cc2)c1	1%	-9%	18%	34%	0%	-2.0	4%	-1
CCCCNC(=O)c1ccc2nc(CC)c(N(CC)CCN(C)C)n2c1	-2%	1%	9%	-4%	-1%	0.6	-16%	-1
CCC(C)(C)NC(=O)C(c1cccc(OC)c1OC)N(C(=O)CCC(=O)Nc1cc(C)on1)C(C)C (centres undefined)	11%	4%	8%	24%	-12%	2.4	-1%	-2
Cc1ccc(C2=NN(C(=O)CCC(=O)O)C(c3ccc4c(c3)OCO4)C2)cc1 (centres undefined)	10%	2%	16%	5%	-6%	0.1	-11%	-8
CN1C(=O)C(CC(=O)Nc2ccccc2F)N(NC(=O)c2ccc(Br)cc2)C1=S (centres undefined)	-12%	-12%	3%	?	-3%	0.6	-1%	6
COc1ccc(C#Cc2c(-c3ccc(OC)cc3)oc3ccc(-c4ccc5c(c4)OCO5)cc23)cc1	-5%	2%	0%	-9%	2%	4.6	-5%	15
O=c1cnnc(SCc2ccc([N+](=O)[O-])cc2)[nH]1	-13%	-9%	-3%	37%	-27%	-5.6	3%	-1
Cc1ccc(CNC(=O)c2cnc3ccccc3n2)cc1	-16%	-12%	-79%[inhibitor]	7%	-11%	3.6	-1%	-5
CCCCNC(=O)C1C2C=CC3(CN(Cc4ccc(C)cc4)C(=O)C13)O2 (centres undefined)	-2%	-13%	5%	22%	5%	0.2	2%	1
Cc1cc(C)cc(NC(=O)COc2coc(CN3CCN(c4ccccc4)CC3)cc2=O)c1	-5%	-7%	21%	18%	1%	-5.2	-1%	-1
Cc1cc2c(sc3ccccc32)c(C)n1	-17%	-24%	9%	2%	-24%	2.1	-2%	6
O=C(CSc1nnc(-c2cccc(Br)c2)o1)N1CCOCC1	6%	1%	-8%	-5%	0%	0.2	1%	0
COc1ccc(NC(=O)C2CC(c3ccc(Cl)cc3)=NO2)cc1 (centres undefined)	0%	8%	-17%	-2%	-20%	0.0	9%	0
COc1ccc(N2CCN(C(=O)COc3ccc4c(C)cc(=O)oc4c3)CC2)cc1	9%	3%	-19%	9%	-5%	-2.1	2%	1
CC(=O)O[C@@H]1[C@@]2(C)O[C@H]2CC[C@]23O[C@H]2[C@H](OC3=O)C2=C(C)C(=O)O[C@@]21O	-1%	-13%	0%	-40%	-6%	2.6	-15%	1
CCOc1ccccc1-c1nnc(SCC(=O)NC2CC3CCC2C3)n1CC (centres undefined)	9%	-5%	6%	4%	-10%	0.9	12%	-20
Cc1ccc2c(c1)CCCN2C(=O)c1cc2ccccc2oc1=O	-6%	4%	-31%	11%	-13%	-1.8	10%	/
CS(=O)(=O)N1CCc2cc(C(=O)N3CCN(c4ccc(F)cc4)CC3)ccc21	-2%	6%	-2%&-9%	3%&26%	8%	1.1	-8%	0
COC(=O)/C(=C/c1ccc2c(c1)c1ccccc1n2C)NC(=O)c1ccccc1	-12%	1%	-7%	37%	1%	-1.5	19%	4
CC1=C(C(=O)N2CCOCC2)C(c2ccccc2F)C2=C(CC(C)(C)CC2=O)N1 (centres undefined)	1%	7%	-2%	20%	-1%	1.2	2%	/
O=C(OCCN1CCOCC1)c1ccccc1	-16%	3%	-13%	11%	24µM*	0.4	8%	-1
O=c1cc(CSc2nnc(NC3CCCCC3)s2)nc2sccn12	-5%	4%	-2%	18%	-13%	0.7	4%	4
Cc1cc(N)n2nc(C)c(-c3ccccc3)c2n1	-6%	-10%	7%	22%	-8%	-1.0	10%	1
Brc1ccc2ncnc(Nc3ccc(N4CCOCC4)cc3)c2c1	-15%	-13%	-5%	/	-4%	-0.5	3%	-18
Fc1cccc(-n2cc(-c3ccccc3)c3c(=S)nc[nH]c32)c1	9%	17%	?	11%	-7%	-2.7	3%	3
O=C(NCCc1ccccc1)c1noc2c1CCc1ccccc1-2	5%	-1%	9%	16%	0%	2.1	1%	/
COCCCNC(=S)NNC(=S)Nc1ccc(OC)cc1	-14%	1%	?	18%	-23%	1.4	-6%	-17
CCOc1ccc(N(CC(=O)Nc2ccc(C)cc2)S(C)(=O)=O)cc1	-22%	9%	4%	21%	9%	0.1	-9%	-2
O=C(NCc1ccco1)C(=O)c1cn(CC(=O)N2CCCCCC2)c2ccccc12	-2%	-5%	-2%	22%	-13%	0.2	6%	0
Cc1ccc(OCC(=O)NCC(=O)Nc2ccc(F)cc2)c([N+](=O)[O-])n1	-11%	8%	-6%	/	-5%	0.9	-8%	-4
Cc1ccc(-c2nc(CS(=O)CC(=O)NCCN3CCCCCC3)c(C)o2)cc1 (centres undefined)	-6%	2%	-18%	2%	-1%	-0.3	-10%	-8
c1ccc(-c2nc3ccccc3nc2N2CCOCC2)cc1	-10%	-2%	-13%	-10%	-4%	-1.8	8%	0
CCOC(OCC)P(=O)(C(C)C)C(C)C	4%	5%	-16%	7%	-11%	0.9	4%	-2
COc1ccc(CNC(=O)C(OC(=O)c2nsc(Cl)c2Cl)C(C)C)cc1 (centres undefined)	4%	2%	5%	0%	-4%	1.4	-4%	-1
